# FLuc modulator: counter-screen for miR-21 project: firefly luciferase inhibitors or activators. purified FLuc, Km substrates, luminescence inhibition. Potency, µM (top dose mostly 57.5 µM), inactives show top-dose activity change, negative = inhibition, hits mostly inhibitors. actives 6.9% (n = 360,000). AID 588342;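 note: plate controls were vehicle for no effect and reference inhibitor for full effect; nearly all actives have a fitted effect of over 55% in size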
#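 Biochemical qHTS of compounds, final roughly 60 µM downward over six points, against 10 nM purified firefly luciferase using Km concentrations of substrates (10 uM D-luciferin, 10 uM ATP) in Tris acetate pH 7.5 buffer; luminescence output.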
# Rab9 promoter act: Rab9 promoter activation; actives 2.8% (n = 320,000); Huh7 Rab9 promoter-luciferase reporter, luminescence, 24 h; Potency, µM (top dose mostly 9.22 µM), for the others: at the top dose activation, negative = inhibition, hits mostly activators; note: % of control where 0% means no effect; nearly all actives have a fitted effect of over 60% in size
#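 Stable Rab9-luc Huh7, 1500 cells/well, 2 h settle; cmpd in DMSO, 24 h, 37 °C/5% CO2; luciferase reagent 10 min RT; luminescence.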
# p53 reactivation: re-activators of mutant p53. Potency, µM (doses to about 92.2 µM), for inactives: at the highest dose activity change, positive = activation, hits mostly activators. H1299 p53-A138V BP100-luciferase reporter, luminescence, 24 h. actives 0.063% (n = 320,000); note: % of control where 0% means no effect; nearly all actives have a fitted effect of over 45% in size
#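 p53-null H1299 cells stably carrying temperature-sensitive p53-A138V and a BP100-luciferase reporter were pinned with compounds (4-point, 1:5 series) and held 24 hrs at 37 deg C. Luminescence was read 10 min after detection reagent.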
# uPA generation: inhibitors of cell surface uPA generation | cell surface uPA generation assay, qHTS | Potency, µM (titrated, usually from 38.3 µM), for the others: at the top dose activity change, negative = inhibition, hits mostly inhibitors | actives 0.31% (n = 330,000); active = well fitted inhibition curve with a large enough effect; inconclusive = small, poorly fitted or top-dose-only effect; inactive = no such curve, though single readings can be large or run the other way; tested in mouse RAW 264.7 cells; note: % is set by controls: 0 for no effect and ±100 for the full control effect; nearly all actives have a fitted effect of over 55% in size
# MBNL1 CUG block: inhibitors of human MBNL1 binding to CUG repeat RNA; Q9NR56; TR-FRET MBNL1-His/biotin-(CUG)12 binding, 665/545 ratio; Potency, µM (titrated, usually from 57.5 µM), inactives show at the top dose activity change, negative = inhibition, most hits filed as inhibitors; actives 0.036% (n = 280,000); active = well fitted inhibition curve with a large enough effect in the signal ratio, with a control signal flat, not every such curve was filed as active; inconclusive = small, poorly fitted or top-dose-only effect, or effect the other way, or a change in a side signal; inactive = no such curve, though single readings can be large or run the other way; the % refers to the signal ratio; note: % is set by controls: 0 for no effect and ±100 for the full control effect
# Target sequence (Q9NR56 whole entry, looked up): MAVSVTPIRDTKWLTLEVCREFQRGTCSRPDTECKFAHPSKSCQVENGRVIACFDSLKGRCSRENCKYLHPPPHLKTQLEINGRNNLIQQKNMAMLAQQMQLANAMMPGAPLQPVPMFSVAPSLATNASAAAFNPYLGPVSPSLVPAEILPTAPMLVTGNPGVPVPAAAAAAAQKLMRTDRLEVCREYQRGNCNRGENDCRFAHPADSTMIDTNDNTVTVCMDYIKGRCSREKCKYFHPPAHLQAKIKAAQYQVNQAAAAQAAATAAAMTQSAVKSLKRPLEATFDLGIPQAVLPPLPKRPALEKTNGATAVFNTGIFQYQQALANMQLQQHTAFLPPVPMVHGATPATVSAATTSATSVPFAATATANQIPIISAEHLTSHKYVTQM
#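 Compound titration spanned 92 nM–58 uM against the MBNL1-His/biotin-(CUG)12 complex. After 60 min at room temperature with 5 nM streptavidin-XL665 and 0.055 ng/ul terbium anti-His, ratiometric 665/545 nm emission (Ex 340 nm) normalized to controls.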
# BRCA1 expr up: activators of BRCA1 expression. MCF7-BRCA1-FFLuc reporter, luminescence, 48 h; response scale: scaled: vehicle 0%, 10 µM genistein 100%. Potency, µM (highest dose often 46.1 µM), for the others: at the highest dose activation, most hits filed as activators. actives 1.1% (n = 380,000); note: nearly all actives have a fitted effect of over 80% in size; some results filed as inactive show a strong effect at the top dose
#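 Compounds are tested at multiple concentrations on MCF7 BRCA1-luciferase reporter cells seeded at 2000 per well; after 48 h, a single luminescence end-point is taken and curves fitted to the normalized data.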
# ELG1 genotoxic: induces genotoxicity in HEK293T cells with luciferase-tagged ELG1; HEK293T ELG1-luciferase reporter, luminescence, 16 h; actives 1.3% (n = 330,000); Potency, µM (titrated, usually from 46 µM), for inactives: top-dose activity change, positive = activation, hits mostly activators; AID 504466; note: % of control where 0% means no effect; nearly all actives have a fitted effect of over 60% in size
#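 Screening used a luciferase reporter fused to human ELG1 in HEK293T cells. Luminescence was read on a CCD plate imager after 16 hr exposure and 30 min ONE-Glo incubation.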
# RORg inh: inhibitors of mouse ROR gamma transcriptional activity; P51450; Drosophila S2 Gal4-RORgamma UAS-luciferase reporter, 20 h; Potency, µM (titrated, usually from 53.6 µM), without a hit: at the top dose activity change, negative = inhibition, hits mostly inhibitors; actives 5.4% (n = 310,000); note: % is set by controls: 0 for no effect and ±100 for the full control effect; nearly all actives have a fitted effect of over 60% in size
# Target sequence (P51450 whole entry, looked up, the tested form may be a part): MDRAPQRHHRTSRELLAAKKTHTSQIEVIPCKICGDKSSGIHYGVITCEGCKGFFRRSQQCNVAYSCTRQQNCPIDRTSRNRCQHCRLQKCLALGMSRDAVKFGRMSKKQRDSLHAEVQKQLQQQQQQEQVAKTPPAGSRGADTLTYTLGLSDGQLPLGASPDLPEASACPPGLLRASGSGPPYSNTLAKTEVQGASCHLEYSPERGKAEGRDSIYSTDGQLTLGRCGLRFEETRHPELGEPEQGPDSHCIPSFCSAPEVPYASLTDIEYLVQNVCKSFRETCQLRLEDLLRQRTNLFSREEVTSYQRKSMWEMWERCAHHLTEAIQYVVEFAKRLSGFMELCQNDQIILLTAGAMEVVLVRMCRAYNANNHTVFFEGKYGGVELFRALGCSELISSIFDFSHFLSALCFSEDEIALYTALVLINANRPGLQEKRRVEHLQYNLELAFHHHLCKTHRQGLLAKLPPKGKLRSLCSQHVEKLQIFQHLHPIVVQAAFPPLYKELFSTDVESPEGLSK
#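 Luminescence from a UAS-regulated Photinus luciferase reporter in stably transfected Drosophila Schneider cells is measured; decreased signal marks ROR gamma inhibition. Fusion expression is induced by 700 uM copper sulfate for 20 hr.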
# NPC1 promoter act: activators of NPC1 promoter; Potency, µM (top dose mostly 9.22 µM), inactives show at the highest dose activation, most hits filed as activators; actives 2.4% (n = 320,000); Huh7 NPC1 promoter luciferase reporter, 24 h;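 note: % of control where 0% means no effect; nearly all actives have a fitted effect of over 60% in size; reporter is driven by a mutant NPC1 promoter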
#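 Huh7 cells stably carrying NPC1 promoter–luciferase, plated in Opti-MEM with 10% FBS for 2 h, were exposed to compound in DMSO for 24 h at 37 °C; luciferase reagent was added for 10 min and luminescence read.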
# VP16 counter: counter-screen for ROR gamma inhibitors: Gal4-VP16 reporter. Potency, µM (titrated, usually from 53.6 µM), for inactives: top-dose activity, negative = inhibition, hits mostly inhibitors. AID 2546. actives 3.5% (n = 310,000). Drosophila S2 Gal4-VP16 UAS-luciferase, luminescence, 20 h;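 note: Gal4-VP16 expression switched on by copper sulfate through the metallothionein promoter; % is set by controls: 0 for no effect and ±100 for the full control effect; nearly all actives have a fitted effect of over 50% in size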
# The depositor's hits bear a star; ? = inconclusive; . = not tested or not shown; & = joins results of further samples; [ ] = another dose, or the depositor's remark. Unless noted, calls come from the whole dose curve; as a rule, active = well fitted curve in the direction sought with a large enough effect; inconclusive = small, poorly fitted or top-dose-only effect, or another doubt; inactive = no such curve, though single readings can be large; an effect the other way counts as inactive or inconclusive. Potency is the fitted concentration of half-maximal effect. Outcome played no part in choosing rows. About 13% of those tested had a hit in this group.
SMILES,FLuc modulator,Rab9 promoter act,p53 reactivation,uPA generation,MBNL1 CUG block,BRCA1 expr up,ELG1 genotoxic,RORg inh,NPC1 promoter act,VP16 counter
O=c1ccn(CCc2c[nH]c3ccccc23)c2c1CCCC2,-2%,-7%,2%,0%,-5%,2%,2%,?,0%,5%
Cc1ccc(-n2ccnc(SCC(=O)NC3CCCC3)c2=O)cc1F,6%,-13%,-3%,-1%,.,-6%,3%,.,0%,.
Cc1ccc2nc(NCCNC(=O)c3ccccc3)c(C#N)cc2c1,-3%,1%,4%,-2%,42%,-17%,-1%,-21%[1.91 µM],-6%,19%
FC(F)(F)c1ccc(Cl)c(NC(=S)NC2CC2)c1,0%,15%,2%,-7%,-4%,-9%,3%,16µM*,1%,18µM*
CCCOc1ccc(/C=c2\sc3ncnn3c2=O)cc1,-18%,-1%,-1%,2%,-7%,0%,1%,3%,-7%,-1%
CCCn1c(N)c(C(=O)CSc2ncc(C(F)(F)F)cc2Cl)c(=O)[nH]c1=O,1%,-5%,20%,-3%,2%,-15%,-7%,20%,1%,7%
CCCCC(=O)NC(NC(=S)N1CCOCC1)C(Cl)(Cl)Cl (stereo not given),-2%,-3%,4%,.,-6%,-5%,-2%,-1%,10%,-6%
Cc1cccc(Nc2ncnc3onc(-c4cccc(Cl)c4)c23)c1,14%,-4%,.,-27%,-5%,-27%,0%,-19%,0%,1%
C/C(CC(=O)NCc1ccccc1)=N\NC(=O)c1cnccn1,-1%,-2%,?,4%,3%,4%,1%,10%,-1%,-7%
COc1ccc(NC(=O)c2ccc3c(c2)C(=O)N(CC2CCCO2)C3=O)cc1 (stereo not given),?,-5%,0%,-1%,?,-4%,-1%,?,-7%,-8%
COCCn1nnnc1C(c1cc2ccc(C)cc2[nH]c1=O)N(Cc1ccco1)Cc1cccs1 (stereo not given),-2%,3%,-1%,-15%,-3%,-18%,-8%,2%,-6%,9%
Cc1cc(C)nc(SCc2ccc(C(=O)NNC(=O)Nc3cccc(Cl)c3)cc2)n1,5%,-5%,-32%[inhibitor],-16%,-15%,-98%[inhibitor],-5%,?,-1%,?
CSCCC(NC(=O)c1ccco1)C(=O)NCc1ccc(F)cc1 (stereo not given),-1%,0%,5%,-1%,-2%,7%[1.84 µM],0%,15%,-2%,13%
CN(CC(=O)Nc1cccc(S(=O)(=O)N2CCCC2)c1)Cc1ccccc1,.,.,-8%,4%,.,-28%,-2%,.,.,.
O=C(Cc1ccc(Br)cc1)OCC(=O)N1CCCCCC1,.,.,4%,2%,.,-5%,0%,.,.,.
Cc1ccc(S(=O)(=O)N(C)c2ccc(OC(C)C(=O)N3CCCC3)cc2)cc1C (stereo not given),5%,-5%,-5%,-3%,.,-27%,-1%,.,-1%,.
COc1ccc(C2CC(c3cccs3)=NN2C(=O)CSC2=NN3CCCC(=O)N=C3S2)cc1 (stereo not given),4%,3%,0%,7%,6%,-12%,0%,1%,-1%,15%
CC1(C)C[C@H](O)[C@]2(CO)[C@H](O)C[C@]3(C)C(=CCC4[C@@]5(C)CC[C@H](O)C(C)(C)C5CC[C@]43C)[C@@H]2C1 (stereo not given in full),.,.,-7%,-13%,.,-83%,?,.,.,.
Cc1cc(C(=O)Nc2ccccc2N2CCOCC2)c(C)o1,1%,3%,0%,-2%,.,-3%,0%,?,-1%,-5%
CCCc1nc2ccccc2c(C(=O)OCC(=O)N2CCc3ccccc32)c1CC,?,-2%,-2%,-3%,-2%,-52%,-13%,28%,-1%,-12%
COc1ccc(Cn2c(CCC(=O)O)nc3cccnc32)cc1,2%,-7%,21%,.,-8%,1%,0%,-9%,0%,-8%
O=C(NC1=NCCS1)C1CC(=O)N(c2ccccc2)C1 (stereo not given),0%,-3%,1%,3%,-1%,2%,4%,-22%,5%,4%
O=S(=O)(CC12C3C4C5C1C2C(Br)(C43)C51OCCO1)c1ccccc1 (stereo not given),6%,-6%,-5%,-1%,.,1%,0%,15%,-5%,0%
CC(=O)Nc1ccc(S(=O)(=O)Nc2nccc(C)n2)cc1,6%,6%,.,?,0%,4%,-2%,15%,-4%,-6%
CC(C)C[C@@H](COc1ccccc1)N1CCN(CCc2ccccc2)CCC1=O,1%,-1%,.,-10%,1%,-17%,6%,20%,-7%,10%
# Additional results:
SMILES,FLuc modulator,Rab9 promoter act,p53 reactivation,uPA generation,MBNL1 CUG block,BRCA1 expr up,ELG1 genotoxic,RORg inh,NPC1 promoter act,VP16 counter
COc1ccc(CN(CCO)CCO)cc1[N+](=O)[O-],5%,-3%,-11%,4%,-5%,-4%,3%,-11%,-3%,-9%
O=C(Cc1ccc(Cl)cc1)Nc1cccc(-c2nnc(-c3ccco3)o2)c1,5%,1%,-4%,.,-2%,-1%,?,-37%,-5%,-22%
c1ccc(-c2cc3c(N4CCOCC4)ncnc3s2)cc1,-13%,-6%,-5%,5%,37%[activator],-37%,-8%,14%,-3%,1%
CN(C)CCNC(C(=O)Nc1cc(Cl)cc(Cl)c1)c1ccccc1 (stereo not given),-2%,-7%,-5%,-3%,-2%,-36%,-7%,7%,5%,0%
O=C(Cn1cc(C(F)(F)F)ccc1=O)N/N=C/c1ccc(Cl)c(Cl)c1,-1%,1%,-15%,-12%,11%,-10%,-1%,-3%,-4%,-6%
Clc1cccc(Cl)c1CSc1cc2c(nn1)-c1ccccc1CC2,?,26%,?,2%,-2%,30%,13%,2%,17%,-4%
CCn1c2ccccc2c2cc(NC(=O)COC(=O)c3cc(Cl)c(N)cc3OC)ccc21,-3%,1%,-7%,0%,-6%,-21%,-5%,2%,-5%,-7%
S=C(Nc1cccc(Cl)c1)Nc1ccc2cn[nH]c2c1,-8%,3%,7%,2%,-8%,52%,0%,4%,5%,-3%
CC(C)NC(=O)c1ccccc1NC(=O)C(C)Oc1ccccc1 (stereo not given),-3%,-11%,-4%,5%,-8%,-8%,-1%,-1%,-3%,-1%
Cc1cccc(NC(=O)c2ccc(F)c(S(=O)(=O)N3CCC4(CC3)OCCO4)c2)c1,-20%&-14%,4%,-1%,-3%,3%,20%,0%,?,1%,-16%
O=C(C=C1SCCS1)/C=C/c1ccco1,1.3µM*,2.5µM*,4%,-12%,?,?,?,?,0.71µM*,?
CC(C)(C)c1ccc(O)c(N=Cc2cc(Br)ccc2O)c1,?,-1%,6%,-13%,-7%,-21%,4%,10µM*,-5%,?
O=C(OCC(=O)c1cccs1)c1cccc(C(=O)OCC(=O)c2cccs2)n1,12µM*,9%,-1%,-4%,18%,4%,-1%,-4%,-2%,?
Cn1c(SCC(=O)c2ccccc2)nnc1-c1ccncc1,-1%,-4%,5%,-16%,-3%,22%,3%,10%,1%,25%
COC(=O)c1ccc(N2CCN(C)CC2)c(NC(=O)c2ccc(Br)o2)c1,5%,-7%,-25%,-9%,-7%,-5%,1%,-28%,2%,-5%
CCN(CC)c1ccc(/C=N/N=C(c2ccccc2)c2ccccc2)c(O)c1,1%,-4%,-4%,2%,12%,-35%,-2%,?,-1%,20µM*
Cc1nnc(NC(=O)c2cccc(S(=O)(=O)N3CCN(C)CC3)c2)s1,1%,-1%,0%,-1%,.,0%,1%,.,-5%,.
CCOc1cc(/C=N\NC(N)=O)cc(Br)c1OC(C)C,-1%,-8%,-14%,-1%,.,-58%,-1%,-13%,-2%,?
Cc1cc(C(F)F)n2ncc(C(=O)N3CCC(C(N)=O)CC3)c2n1,0%,1%,-4%,2%,-5%,-7%,-1%,-14%,-1%,-6%
Cc1ccc(S(=O)(=O)Nc2ccc3c(c2)nc(CCN2CCOCC2)n3C)cc1,1%,?,4%,-16%,2%,5%,-8%,27%,12%,-11%
CCCCOc1ccc(CON(C(C)=O)C(C)=O)cc1Cl,?,11%,6%,-1%,-4%,67%,13%,24%,-6%,-3%
Cc1ccc(NC(=O)CN(C)C(=O)CCSc2ccc(F)cc2)cc1,.,-2%,7%,-3%,.,-8%,-3%,.,-2%,.
COc1ccc(CNC(=O)c2cccc(N3CCCC3=O)c2)cc1,2%,2%,-1%,7%,-2%,0%,3%,-3%,-2%,2%
Cc1ccc(SCC(=O)NCc2ccco2)cc1,-18%,9%,15%,-3%,?,-7%,5%,-1%,-4%,-13%
Cc1ccc(OCCC(=O)OCC(=O)NCCc2ccccc2)cc1,-18%,-37%[inhibitor],-4%,3%,6%,-4%,-3%,-1%,-8%,-10%
Cc1cc(-c2nc(-c3ccncc3)no2)ccc1[N+](=O)[O-],4.8µM*,4µM*,?,8%,?,?,?,0%,2.2µM*,21%
Nc1nc(-c2cc3ccccc3o2)cs1,4.3µM*,2µM*,?,-2%,7%,?,?,-2%,2.2µM*,-15%
O=C(c1ccc(Cl)c(S(=O)(=O)N2CCCC2)c1)N1CCOCC1,3%,0%,-5%,4%,2%,-2%,-5%,1%,-1%,-5%

# 2 entries picked at random from those above:
SMILES,FLuc modulator,Rab9 promoter act,p53 reactivation,uPA generation,MBNL1 CUG block,BRCA1 expr up,ELG1 genotoxic,RORg inh,NPC1 promoter act,VP16 counter
O=C(OCC(=O)c1cccs1)c1cccc(C(=O)OCC(=O)c2cccs2)n1,12µM*,9%,-1%,-4%,18%,4%,-1%,-4%,-2%,?
Nc1nc(-c2cc3ccccc3o2)cs1,4.3µM*,2µM*,?,-2%,7%,?,?,-2%,2.2µM*,-15%
